Screens as filed in PubChem.
Autophagy mod: autophagy modulation, high-content screen | AID 463193 | calls only at 10 µM (by protocol) | MEF GFP-LC3 puncta imaging; test concentration mostly 10 µM | 0.98% of 190,000 active;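 active means percentage of spot-positive cells more than 3 SD above its plate mean, without a fluorescence outlier flag or 80% toxicity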;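 further: spot-positive cell cutoff set from DMSO-treated cells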
T cell HTS: modulates CD8 T cell binding to vesicles; 0.068% of 330,000 active; 2C CD8+ T cell-vesicle binding, flow cytometry; active compounds read low; calls only at 7 µM;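 active means response, share of CD8 T cells binding vesicles, and their 90th percentile fluorescence all below set limits, cut at about 80% in these data, passing the limit was not always enough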
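material = purified 2C TCR transgenic mouse naive CD8+ T cells | controls = Unloaded micro-vesicles (low), QL9 vesicles with 0.7% DMSO (high) | detection = cytometric PE anti-B7-1 and Alexa647 anti-CD8 signals after 1% paraformaldehyde fixation | incubation = binding step 1.5 h, 37 °C, antibody labelling 20 min, ice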
P. falciparum M1AAP: P. falciparum M1AAP inhibitors, biochemical, fluorogenic H-Leu-NHMec substrate, 1536-well (AID 1445). recombinant M1AAP, H-Leu-NHMec fluorogenic kinetic assay; higher % means a stronger effect. inhibition, % at 30 µM; hits with a dose series show IC50 in µM. 0.42% of 220,000 active;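 active means primary inhibition above the hit cutoff, then over 50% inhibition at one or more dose response concentrations, cut at about 23% in these data, passing the limit was not always enough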;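 further: plate controls were DMSO full reaction for no effect and no enzyme background for full effect; strong numbers were not always called active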
b-catenin transl: alters nuclear translocation of beta-catenin in HeLa cells | immunofluorescence imaging | nuclear translocation activity, % at 5 µM | 0.3% of 190,000 active;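 active means nuclear translocation activity above 50% at 5 µM, with a well cell count of 50 or more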;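 further: per-cell ratio of nuclear to cytoplasmic median beta-catenin stain intensity; plate controls were DMSO negative control for no effect and GSK-3 inhibitor IX positive control for full effect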
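System: HeLa cells, endogenous beta-catenin; compound dosing: 5 µM primary single dose, 0.1% DMSO, 0.02–20 µM confirmation series; incubation: 24 h compound exposure at 37°C, 5% CO2; signal: beta-catenin immunofluorescence imaging with DAPI; evaluation: % activation, nuclear-to-cytoplasmic median beta-catenin signal ratio per cell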
Dynein cargo inh: blocks dynein driven cargo transport along microtubules. 3617.4 mouse cells, GR-EGFP nuclear translocation imaging; test concentration mostly 20 µM; stimulated with dexamethasone, 1 µM; active compounds read low. z-score, hits read low. 0.47% of 220,000 active. AID 1381;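 active means plate z-score of nuclear minus cytoplasmic receptor signal below a set negative limit, without overly bright fluorescence or cell loss, cut at about -3.5 in these data, passing the limit was not always enough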;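 further: z-score of nuclear minus cytoplasmic ring GR-EGFP intensity difference per well; some compounds called inactive have numbers as strong as hits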
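Also added: dexamethasone, 1.0 µM final. Medium: tet-free, stripped-serum medium. Detection: fixed, Hoechst-stained cells imaged at 10x for EGFP. Read-out: nuclear-to-cytoplasmic GR-EGFP distribution per well. Times: induction 48 h, compound 1 h, agonist 30 min.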
M17LAP inhibition: P. falciparum M17LAP inhibitors, primary screen, biochemical, fluorogenic H-Leu-NHMec substrate, 1536-well (AID 1619); recombinant M17LAP, H-Leu-NHMec fluorogenic kinetic assay; higher % means a stronger effect; 0.38% of 220,000 active; inhibition, % at 30 µM; hits with a dose series show IC50 in µM;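 active means compound inhibiting the enzyme by more than half at any dose during confirmatory dose-response retesting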;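 further: plate controls were full reaction with DMSO carrier for no effect and no enzyme background for full effect; strong numbers were not always called active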
MT stabilize HCS: microtubule stabilization, imaging screen; HeLa tubulin immunostaining HCS, 24 h; share of cells brighter than vehicle mean+2SD; % tubulin-high responders, % at 10 µM; 0.83% of 200,000 active;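 active means plate Z-score above 3 for both tubulin-high and condensed-nucleus cell shares, with cell loss under 80%, at 10 µM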;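 further: anti alpha tubulin signal scored within the nucleus-defined area of each cell; some results filed as inactive read as strong as hits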
WT yeast gro inh: growth inhibition of WT yeast, mitochondrial fusion screen; 2.1% of 190,000 active; mitochondrial fusion phenotypic screen, WT strain; inhibition, % at 10 µM; in the data active means inhibition above about 58%; tested in S. cerevisiae
Yfh1-depleted yeast: mitochondrial function rescue without frataxin homolog – Friedreich's ataxia, plus single-dose screen, dose response (AID 1465) | S. cerevisiae Yfh1-off respiration, WST-1 reduction, 72 h; higher fold induction means a stronger effect | one-dose fold induction at 50 µM; EC50 in µM for titrated hits | 0.074% of 220,000 active;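 active means fold induction of absorbance versus untreated yeast above a set limit, then at least 30% activation at any dose in follow-up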;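 further: activators that raise dye reduction in frataxin-depleted yeast; strong numbers were not always called active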
WT yeast gro inh mutant strain: further read-out of WT yeast gro inh, marked with its call; inhibition, %; mitochondrial fusion phenotypic screen, mutant strain inhibition
Dynein cargo inh cytoplasmic EGFP: second read-out of Dynein cargo inh, no call of its own (marks repeat the call); z-score; measured here: cytoplasmic GR-EGFP intensity; active compounds read high
Dynein cargo inh nuclear GR-EGFP: also measured in Dynein cargo inh; calls as there; z-score; measured here: nuclear GR-EGFP intensity;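 lower value marks the stronger effect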
Dynein cargo inh cell count: second read-out of Dynein cargo inh, no call of its own (marks repeat the call); z-score; measured here: cell count per field
b-catenin transl cell count 5 µM: recorded beside b-catenin transl, whose call it bears; cell count; measured here: cell count, cytotoxicity flag
T cell HTS vesicle-bound %: further read-out of T cell HTS, marked with its call; double positive events, %; measured here: CD8+ vesicle-bound cell fraction;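 binding gate set so that unloaded-vesicle control wells show 10% double positive cells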
MT stabilize HCS Hoechst-high %: recorded beside MT stabilize HCS, whose call it bears; % Hoechst-high responders; measured here: nuclear condensation Hoechst responders;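 share of cells brighter than vehicle mean plus two SD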
MT stabilize HCS cytotoxicity %: second read-out of MT stabilize HCS, no call of its own (marks repeat the call); toxicity, %; measured here: cytotoxicity by cell density;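 0% = mean cell density of plate MIN control wells and 100% = no cells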
Autophagy mod cell loss 18 h: recorded beside Autophagy mod, whose call it bears; toxicity, %; measured here: cell loss, nuclei count;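 cell loss after 18 h compound exposure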
Starred values were filed as active, the others as inactive; i = inactive; · = not tested or not shown; + = active, no number; & = joins results of further samples.

SMILES | Autophagy mod | Autophagy mod cell loss 18 h | T cell HTS | T cell HTS vesicle-bound % | P. falciparum M1AAP | b-catenin transl | b-catenin transl cell count 5 µM | Dynein cargo inh | Dynein cargo inh cytoplasmic EGFP | Dynein cargo inh nuclear GR-EGFP | Dynein cargo inh cell count | M17LAP inhibition | MT stabilize HCS | MT stabilize HCS Hoechst-high % | MT stabilize HCS cytotoxicity % | WT yeast gro inh | WT yeast gro inh mutant strain | Yfh1-depleted yeast
CCc1ccc(S(=O)(=O)NC(=S)Nc2ccccc2)cc1 | i | -20 | i | 57 | 4% | 0.4 | 988 | -0.76 | -0.28 | -0.17 | 0.47 | 5% | 2.9 | 2.9 | 6.7 | 16 | 10 | i
O=C(NCc1ccccc1)C(c1ccccc1)N(Cc1ccc2c(c1)OCO2)C(=O)Cc1cccs1 (stereo unspecified) | i | 4 | i | 32 | -2% | -0.1 | 1070 | -0.025 | -0.21 | -0.074 | 0.41 | 2% | 3.2 | 1.7 | 3.4 | 29 | -7 | i
COc1ccc(CNC(=O)c2cccc(C)c2[N+](=O)[O-])cc1 | i | 0 | i | 30 | 0% | 1.3 | 502 | -0.27 | -0.26 | -0.46 | 0.66 | 12% | 2.9 | 1.8 | 9.4 | -15 | -12 | i
CC(=O)Nc1cccc(NC(C)=O)n1 | i | -2 | i | 16 | 1%&0% | -2.3&1.1 | 1161&1050 | 0.31&0.12 | -0.26&-0.21 | 0.099&-0.56 | 0.27&1.4 | -4%&-7% | 4.6 | 1.4 | 2.8 | -11 | -1 | i
C/C(=N\NC(=O)CN(c1ccc(C)cc1)S(C)(=O)=O)c1cccs1 | i | -13 | i | 36 | 1% | · | · | -0.61 | -0.3 | -0.26 | 0.73 | 4% | 1.8 | 3.4 | 4.0 | -10 | -13 | i
O=C(OCC(=O)N1CCN(C(=O)c2ccco2)CC1)c1cc(-c2cccc(Br)c2)nc2ccccc12 | i | -1 | i | 30 | 9% | 1.4 | 1170 | -0.21 | 0.0021 | 0.11 | 0.47 | 8% | 2.1 | 1.4 | 5.8 | 52 | 28 | i
O=C(CSc1nnc2c(n1)[nH]c1ccccc12)Nc1cccc(S(=O)(=O)N2CCOCC2)c1 | · | · | i | 7 | 0% | 2.7 | 1287 | -0.053 | -0.21 | 0.4 | -0.19 | 4% | · | · | · | · | · | i
CCOC(=O)c1c(NC(=O)CN2CCN(C(=O)c3ccco3)CC2)sc(C(N)=O)c1C | i | -8 | i | 10 | 3% | -3.2 | 1140 | 0.0071 | -0.3 | 0.25 | 0.15 | -8% | 2.2 | 1.2 | 3.1 | -5 | 2 | i
CCc1cccc(CC)c1NC(=S)Nc1cccc(Cl)c1Cl | · | · | i | 19 | 6% | 0.1 | 1317 | 2.1 | -0.19 | 1.6 | -1.1 | 3% | · | · | · | · | · | i
NS(=O)(=O)c1ccc(NC(=O)CN2CCc3ccccc32)cc1 | · | · | i | 13 | 3% | 1.4 | 1281 | 0.33 | -0.23 | 0.73 | 0.21 | -10% | · | · | · | · | · | i
CCOC(=O)c1ccc2nc(NC(=O)c3cccs3)sc2c1 | i | -1 | i | 32 | 2% | -2.7 | 1219 | -0.7 | -0.17 | -0.38 | 0.68 | -13% | 2.6 | 2.8 | 3.7 | 8 | 4 | i
COc1ccc(/C=N/NC(=O)c2cccnc2)cc1Cn1nc([N+](=O)[O-])c(Br)c1C | + | 22* | i | 31 | 11% | -4.8 | 1121 | -0.48 | -0.35 | -0.43 | 0.26 | 0% | 27* | 23* | 65* | 3 | 1 | i
CCSc1cc(N2CCOCC2)nc(-c2ccc(Cl)cc2)n1 | i | 3 | i | 20 | -3% | 0.5 | 528 | -1.3 | -0.11 | -0.63 | 0.86 | -19% | 3.4 | 1.9 | 5.6 | -2 | -22 | i
O=C(Nc1ccccc1)c1ccc(-c2ccccc2Cl)o1 | i | 2 | i | 18 | 1% | · | · | 0.49 | -0.3 | 0.54 | 0.35 | 12% | 2.2 | 2.4 | 8.6 | 28 | 1 | i
CCOC(=O)C1=C(c2cccc(F)c2)NC(=S)NC1C (stereo unspecified) | i | 3 | i | 26 | -1% | -2.0 | 1224 | 0.26 | -0.26 | 0.18 | 0.13 | -19% | 2.4 | 2.5 | 4.0 | 16 | 12 | ·
COC(=O)c1c(NC(=O)c2ccc(OC(C)C)cc2)sc2c1CC(C)(C)NC2(C)C | i | 40 | i | 47 | 3% | -2.6 | 1055 | 3 | -0.058 | 2.2 | -1.7 | 2% | 4.3 | 1.6 | 9.3 | 43 | 26 | ·
O=C(CSc1nc2ccccc2o1)N1N=C(c2cccs2)CC1c1ccc(F)cc1 (stereo unspecified) | i | 3 | i | 9 | 1% | -1.6 | 969 | 1.5 | -0.22 | 1.2 | -1.5 | -8% | 1.7 | 1.4 | 11 | 25 | -3 | i
CC1=C(C#N)C(c2ccc(O)cc2)C(C#N)=C(C)N1 | · | · | i | 42 | 2% | -0.2 | 1329 | -0.76 | -0.22 | -0.48 | 1.3 | -12% | · | · | · | · | · | i
COCCOC(=O)c1c(C)oc2ccc(OC(=O)COc3c(F)c(F)c(F)c(F)c3F)cc12 | i | -7 | i | 12 | 1% | -0.6 | 1039 | 0.12 | -0.19 | 0.041 | 0.012 | 6% | 3.5 | 2.8 | 3.2 | 2 | 9 | i
Cc1cc(=O)oc2c(C(=O)/C=C\c3cccs3)c(O)ccc12 | i | 12 | i | 44 | 21% | -1.1 | 1118 | -2.3 | -0.05 | -1.1 | 0.77 | 17% | 2.2 | 2.2 | 11 | 28 | 32 | i
COc1ccc(NC(=O)c2c(NC(=O)CCC(=O)O)sc3c2CCCCC3)cc1 | i | -17 | i | 22 | 5% | -1.7 | 945 | 0.0087 | -0.25 | 0.49 | -0.13 | 46% | 4.1 | 2.1 | 9.3 | -11 | -9 | i
OCc1nc(CO)n(Cc2ccccc2)n1 | i | 1 | i | 36 | 5% | -2.0 | 1282 | -0.19 | -0.15 | 0.51 | -0.67 | 3% | 1.9 | 1.4 | 3.1 | -14 | -16 | i
C/C(=N\NC(N)=S)C1(C)CCCCC1 | i | 1 | i | 10 | -1% | 0.6 | 547 | -0.053 | -0.23 | 0.5 | 0.38 | 21% | 3.4 | 1.6 | 9.2 | 5 | -3 | i
Nc1sc2c(c1C(=O)NC1CCS(=O)(=O)C1)CCC2 (stereo unspecified) | i | -5 | i | 32 | 5% | -5.6 | 937 | 0.17 | -0.12 | 0.084 | -0.45 | 16% | 2.1 | 2.3 | 9.9 | 3 | -4 | i
N#CC1CCN(c2ncccc2[N+](=O)[O-])CC1 | · | · | i | 28 | -2% | -3.4 | 1122 | -0.58 | -0.21 | -0.37 | 1.2 | 5% | · | · | · | · | · | i
SMILES | Autophagy mod | Autophagy mod cell loss 18 h | T cell HTS | T cell HTS vesicle-bound % | P. falciparum M1AAP | b-catenin transl | b-catenin transl cell count 5 µM | Dynein cargo inh | Dynein cargo inh cytoplasmic EGFP | Dynein cargo inh nuclear GR-EGFP | Dynein cargo inh cell count | M17LAP inhibition | MT stabilize HCS | MT stabilize HCS Hoechst-high % | MT stabilize HCS cytotoxicity % | WT yeast gro inh | WT yeast gro inh mutant strain | Yfh1-depleted yeast
Cn1nnnc1SCc1ccccc1F | i | 6 | i | 20 | 3% | -0.4 | 1070 | 0.77 | -0.22 | 1.1 | 0.21 | 9% | 7.2 | 1.2 | 10 | -1 | 23 | i
COc1ccc(OC)c(-n2nnnc2SCC(=O)Nc2ccccc2N2CCOCC2)c1 | i | -24 | i | 30 | 1% | 0.3 | 1591 | -0.64 | 0.0047 | -0.17 | 0.92 | 1% | 4.3 | 1.7 | 2.9 | -1 | 0 | i
N#CC1CN(Cc2ccccc2)CN(Cc2ccccc2)C1 | · | · | i | 13 | -2% | -3.0 | 1123 | -0.26 | -0.2 | -0.18 | 0.084 | 1% | · | · | · | · | · | i
COCCNCCCCOc1ccc(Br)cc1C | i | 3 | i | 57 | 7% | -1.4 | 932 | 0.22 | -0.17 | 0.24 | 0.5 | -18% | 3.6 | 1.9 | 7.1 | 15 | 21 | i
CN(C)c1nc(OCCOC(=O)c2ccccc2)nc(N(C)C)n1 | i | 21 | i | 36 | -1% | -4.4 | 855 | -0.57 | -0.07 | 0.052 | 0.47 | 7% | 4.8 | 3.3 | 12 | -1 | 13 | i
COc1ccc(C)cc1S(=O)(=O)N1CCC(C(=O)NCCc2ccccc2)CC1 | i | 11 | i | 48 | 4% | 1.4 | 547 | -1 | -0.22 | -0.27 | 0.55 | 3% | 3.1 | 2.3 | 7.7 | -2 | 10 | i
O=C(c1cccs1)N1CCN(c2ccccc2)CC1 | i | -5 | i | 50 | 7% | -0.7 | 1057 | 1.1 | -0.2 | 0.96 | -0.97 | 9% | 2.4 | 2.3 | 5.7 | -2 | 0 | i
C=CCC(Nc1ccco1)c1ccccc1 (stereo unspecified) | i | -9 | i | 32 | 22% | · | · | -1.5 | -0.19 | -1.3 | 0.47 | 9% | 1.9 | 1.4 | 4.4 | -19 | -13 | i
